# High-throughput results from PubChem BioAssay.
# Rtt109 HAT inh: inhibitors of Candida albicans Rtt109/Vps75 histone acetyltransferase; Q5AAJ8; purified Rtt109/Vps75, ThioGlo CoA-SH fluorescence, 4 h; inhibition, % at 34.9 µM; actives 0.16% (n = 330,000);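 active means inhibition of at least 50% in every replicate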
# Target sequence (Q5AAJ8 whole entry, looked up): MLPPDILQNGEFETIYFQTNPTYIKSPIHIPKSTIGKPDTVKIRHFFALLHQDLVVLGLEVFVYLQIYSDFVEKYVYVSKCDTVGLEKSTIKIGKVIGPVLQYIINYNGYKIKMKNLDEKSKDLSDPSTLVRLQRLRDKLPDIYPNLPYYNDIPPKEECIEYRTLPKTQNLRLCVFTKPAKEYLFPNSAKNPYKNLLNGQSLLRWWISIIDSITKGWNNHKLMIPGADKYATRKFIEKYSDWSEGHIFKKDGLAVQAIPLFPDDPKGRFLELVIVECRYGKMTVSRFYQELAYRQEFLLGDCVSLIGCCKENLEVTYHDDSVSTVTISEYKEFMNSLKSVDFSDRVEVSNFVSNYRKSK
# MITF act: MITF TRPM1 promoter activation in melanoma cells; actives 0.75% (n = 300,000); activation, % at 12.5 µM; SK-MEL-5 TRPM1-promoter luciferase, 24 h; % of positive control, neutral wells = 0; AID 588334;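 active means mean activation of at least 80% with every replicate also reaching 80%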;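 further: 0% = neutral control wells and 100% = parthenolide positive control wells; values of inactives mirror those of a sister screen read the other way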
# V-ATPase pHluor: yeast V-ATPase proton transport regulation by pHLuorin. S. cerevisiae, pHLuorin cytosolic pH fluorescence. response, % at 10 µM. actives 0.37% (n = 350,000); in the data active means response mostly above about 7.3%, no sharp cut-off; inactive means mostly below about 5.4%; further: actives read high; inactives centre near 0; some compounds called inactive have numbers as strong as hits
# RTF Ca sens act: cardiac RTF calcium sensitization; AID 493008; activation, % at 7.2 µM; actives 0.24% (n = 340,000); IANBD-labeled TnC RTF fluorescence at EC20 calcium; 0% EC20 calcium, 100% full calcium; P19429+P45379;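 active means activation above the mean over all tested compounds plus 3 SD, cut at about 30% in these data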;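 further: rise in fluorescence read as greater calcium sensitivity of cardiac thin filaments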
# dFosB act: mouse delta FosB homodimer activation; activation, % at 25 µM; purified delta FosB, TAMRA-CDK5 oligo fluorescence polarization; percent of positive-control signal above neutral wells; P13346; actives 0.99% (n = 340,000);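 active means mean activation above about 17%, with every replicate also reaching it, limit read from the data, passing the limit was not always enough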;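 further: fluorescence polarization rise as delta FosB binds a TAMRA Cdk5 AP-1 oligo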
# Target sequence (P13346 whole entry, looked up): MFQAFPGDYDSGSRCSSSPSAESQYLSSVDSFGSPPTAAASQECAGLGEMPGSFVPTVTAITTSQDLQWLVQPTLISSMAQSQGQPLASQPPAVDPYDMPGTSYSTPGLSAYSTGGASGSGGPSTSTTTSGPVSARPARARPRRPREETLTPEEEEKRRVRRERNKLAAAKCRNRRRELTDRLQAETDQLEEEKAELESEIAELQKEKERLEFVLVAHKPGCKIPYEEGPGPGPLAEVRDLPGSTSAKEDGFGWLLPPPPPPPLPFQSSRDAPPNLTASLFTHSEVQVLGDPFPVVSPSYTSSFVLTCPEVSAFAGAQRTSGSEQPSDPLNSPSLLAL
# CAL PDZ FP-1: blocks peptide binding to human CAL PDZ domain. AID 504414. Q9HD26. actives 0.02% (n = 330,000). purified CAL PDZ, TMR-peptide fluorescence polarization, 1 h. inhibition, % at 20 µM;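 active means highest replicate inhibition of at least 40%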;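 further: plate controls were DMSO neutral control wells for no effect and unlabeled competitor peptide control wells for full effect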
#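 Read-out basis: mP drop reported as inhibition | Assay system: Tagged CAL PDZ protein CerCALP, purified | Benchmarks: Unlabelled peptide for full inhibition, DMSO wells as neutral | Schedule: 1 h incubation at room temperature before polarization reading | Buffer or medium: Sodium phosphate/NaCl buffer pH 7.4 with TCEP, IgG, Thesit | Doses: Single point, 20 µM | Measured by: Fluorescence polarization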
# Tat transport: E. coli Tat transport inhibition | E. coli MC4100 TorA-mCherry Tat export, fluorescence | inhibition, % at 10 µM | actives 0.036% (n = 340,000) | AID 488895;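 active means mean replicate inhibition at least 50% and at least half of replicates individually reaching 50%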;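 further: exported cargo escapes ClpAP degradation while cytoplasmic cargo is degraded and loses fluorescence; 0% = median of neutral control wells and 100% = median of NaSCN control wells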
# CDK5 inh: inhibitors of human CDK5/p35 kinase | Q00535+Q15078 | Recombinant CDK5/p35, ADP-Glo luminescence, 60 min | inhibition, % at 10 µM | actives 0.01% (n = 330,000);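 active means highest replicate inhibition of at least 50% and at least 75% of replicates reaching 50%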;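 further: plate controls were DMSO neutral control for no effect and GW8510 at 10 µM for full effect; many of its hits are not listed in these tables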
# CAL PDZ FP-2: inhibitors of human CAL PDZ peptide binding; Q9HD26; purified CAL PDZ, TMR-peptide fluorescence polarization, 1 h; inhibition, % at 24.9 µM; actives 0.92% (n = 300,000); AID 602252;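 active means mean inhibition of at least 30% with at least half of replicates also reaching 30%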;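 further: 0% = DMSO neutral control and 100% = excess unlabeled competitor peptide PRC23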
# Wnt act: activators of Wnt/beta-catenin signaling; Wnt/beta-catenin reporter cell assay, activator, plate reader; activation, % at 9.35 µM; actives 1.2% (n = 300,000); in the data active means activation above about 30%, passing the limit was not always enough;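 further: 0% = neutral control wells and 100% = positive control wells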
# The depositor's hits bear a star; x = not tested or not shown.
# The opening four compounds, to show the layout:
# Screens in order – Rtt109 HAT inh	MITF act	V-ATPase pHluor	RTF Ca sens act	dFosB act	CAL PDZ FP-1	Tat transport	CDK5 inh	CAL PDZ FP-2	Wnt act
1. CCOc1ccc(NC(=O)CN(C)C(=O)Cn2cnc3c2c(=O)n(C)c(=O)n3C)cc1OCC
  -1	4	0	-2	0	0.1	-1	1.4	0	0
2. CCCc1nn2c(=O)c(C(c3ccc(C)cc3)c3c(O)nc4sc(CCC)nn4c3=O)c(O)nc2s1
  7	x	-2	12	2	-0.8	-6	-0.4	x	x
3. COCCOC(=O)c1c(C)oc2ccc(OC(=O)c3ccc4c(c3)OCO4)cc12
  -2	x	0	10	-15	-2.7	3	-1.7	4	-2
4. Cc1cccc(C(=O)c2c(N)sc3c2CCC(C)C3)c1 (configuration not stated)
  7	-2	4	-2	-2	0.7	-9	-1.1	0	0

# The whole of this part, repeating the preview:
# Screens in order – Rtt109 HAT inh	MITF act	V-ATPase pHluor	RTF Ca sens act	dFosB act	CAL PDZ FP-1	Tat transport	CDK5 inh	CAL PDZ FP-2	Wnt act
1. CCOc1ccc(NC(=O)CN(C)C(=O)Cn2cnc3c2c(=O)n(C)c(=O)n3C)cc1OCC
  -1	4	0	-2	0	0.1	-1	1.4	0	0
2. CCCc1nn2c(=O)c(C(c3ccc(C)cc3)c3c(O)nc4sc(CCC)nn4c3=O)c(O)nc2s1
  7	x	-2	12	2	-0.8	-6	-0.4	x	x
3. COCCOC(=O)c1c(C)oc2ccc(OC(=O)c3ccc4c(c3)OCO4)cc12
  -2	x	0	10	-15	-2.7	3	-1.7	4	-2
4. Cc1cccc(C(=O)c2c(N)sc3c2CCC(C)C3)c1 (configuration not stated)
  7	-2	4	-2	-2	0.7	-9	-1.1	0	0
5. Cc1nn2c(-c3cccc(NC(=O)CSc4nc5ccccc5o4)c3)nnc2c2ccccc12
  -3	33	-4	6	-6	-2.2	27	-4.2	-2	4
6. O=c1c2c3c(sc2nc2n1N=C(c1cccs1)CS2)CCCC3
  5	135*	-1	-1	2	0.3	19	-0.1	-2	x
7. CCNC(=S)N(CCN(C)C)Cc1cc2cc3c(cc2[nH]c1=O)OCO3
  0	5	-3	-1	-3	x	-29	0.2	84*	-1
8. O=C1CCC(C(=O)N2CCSCC2)CN1CCc1cccc(F)c1 (configuration not stated)
  -2	6	5	-6	-7	-1.8	4	0.1	-2	3
9. CC(=O)c1ccc2noc(-c3ccc(F)cc3)c2c1
  3	23	1	11	-22	-3.6	-15	1.4	-3	5
10. COc1cc2c(cc1OC)C(=O)N(C)CC2
  -2	-2	3	-2	-2	0.5	-5	-2.8	-1	-1
11. Cc1nc(N)nc(Nc2ccc(Cl)cc2)c1Br
  0	x	4	2	3	-3.4	-6	-0.3	2	21
12. O=C(Nc1c2c(nn1-c1ccc(Cl)cc1)CS(=O)(=O)C2)c1ccccc1
  -4	13	-2	3	6	-1.2	-4	-0.5	-2	-1
13. CCOC(=O)c1c(NC(=O)C(Sc2ccccc2)c2ccccc2)sc(C(N)=O)c1C (configuration not stated)
  -7	6	1	-3	-12	-0.8	8	-0.2	x	x
14. Cc1nnc(SCC(=O)NC(=O)NCc2ccco2)n1Cc1ccccc1
  -1	-10	1	0	-7	-1.0	0	1.0	3	x
15. C=CCn1c(SCC(=O)N2CCOCC2)nc2sc(C)c(C)c2c1=O
  4	5	1	2	1	-4.6	7	0.9	-3	0
16. Cc1ccc(OCC(=O)NCCCNC(=O)c2ccco2)cc1
  -4	7	-3	7	-6	-1.4	-4	-1.6	-4	-1
17. Cc1noc(C)c1S(=O)(=O)Nc1ccc2c(c1)C(=O)N([C@H](C)CO)C[C@H](C)[C@@H](CN(C)C(=O)Nc1ccc(C(F)(F)F)cc1)O2
  -8	15	3	-9	-4	1.5	14	0.4	-4	-4
18. CC(=O)Nc1ccc(C(=O)NCC(=O)OCc2ccccc2F)cc1
  8	-2	-3	3	-3	0.0	1	1.9	-2	0
19. CC(=O)Nc1ccc(CN2CCN(CC=C(C)C)C(CCO)C2)cc1 (configuration not stated)
  -3	3	7	0	-4	-1.2	6	-2.9	-3	8
20. CCC(C)NC(=O)c1cnn2c1NC(c1ccc3c(c1)OCO3)CC2C(F)(F)F (configuration not stated)
  5	-4	-1	3	3	0.4	-3	-2.0	-1	-3
21. CCC(=O)N1CCC2(CC1)Oc1ccc(F)cc1C(=O)C21CC(c2cccnc2)=NO1 (configuration not stated)
  -1	2	1	11	-2	-1.8	-2	-4.5	-2	-3
22. O=C(CCNc1cccc(F)c1)c1cc2ccccc2o1
  0	7	-3	-1	1	-0.7	-5	-0.5	-3	4
23. Cn1c(C(=O)NCc2cccnc2)cc2sc(Cl)cc21
  2	8	-1	5	-3	-1.3	4	1.9	1	-5
24. Cc1ccc(/C=C2\SC(=S)N(C(Cc3ccccc3)C(=O)O)C2=O)cc1 (configuration not stated)
  62*	6	3	-4	-12	-1.8	12	-1.4	-7	-1
25. COc1ccc(CN(C(=O)c2cccs2)C(C(=O)NC2CCCCC2)c2ccc3ncccc3c2)cc1 (configuration not stated)
  12	-11	3	-16	-8	-3.8	3	-1.1	0	x
26. CC(C)C(=O)Nc1cccc(C(=O)NCc2ccc(S(N)(=O)=O)cc2)c1
  -6	-16	4	-2	-8	0.1	-7	0.8	-6	-1
27. CCCNC(=O)/C(C#N)=C1\N=C(NC(=O)c2ccco2)c2ccccc21
  -6	16	5	-4	-14	-1.9	6	x	-1	-1
28. Cc1ccccc1NC(=O)Cc1nc(COC(=O)CSc2ccccc2)cs1
  3	2	-1	1	-1	-0.4	7	0.3	-7	0
29. c1ccc2c(c1)CCN(CCCNc1nc3ccccc3n3cnnc13)C2
  4	-4	0	5	-5	-2.9	3	-0.3	x	0
30. CC(OC(=O)c1ccc2c(c1)S(=O)(=O)c1ccccc1C2=O)C(N)=O (configuration not stated)
  -3	-10	-2	-6	8	0.1	-5	1.1	x	-1

(31) COc1ccc(NC(=O)CSc2nnc(-c3ccccc3)n2Cc2ccco2)c(OC)c1
(32) CCCn1nnnc1NCc1ccc(OC)cc1
(33) O=C(c1cccc(F)c1)N1CCN(C2CCCCC2)CC1
(34) CCCCN(C(=O)c1cc(=O)[nH]c2ccccc12)c1c(N)n(CCCC)c(=O)[nH]c1=O
(35) OCC1(CCOc2ccccc2)CCN(Cc2ccc3cccc(F)c3n2)CC1
(36) Cc1ccc(C(=O)NC(Cc2ccc(C(C)(C)C)cc2)C(=O)O)cc1 (configuration not stated)
(37) CC(=O)c1ccc(N2CCN(CC(O)COC(c3ccccc3)c3ccccc3)CC2)cc1 (configuration not stated)
(38) CC(C)NS(=O)(=O)c1ccc2c(c1)oc(=O)n2C
compound no.	31	32	33	34	35	36	37	38
Rtt109 HAT inh	13	-7	-7	-8	8	10	55*	-9
MITF act	-10	6	-2	-15	-9	4	1	1
V-ATPase pHluor	3	-3	2	-3	-3	4	0	-3
RTF Ca sens act	-7	5	-6	-1	0	-1	4	-8
dFosB act	-7	-7	0	-7	-5	0	-4	3
CAL PDZ FP-1	-1.2	0.7	-2.9	-1.4	-1.3	0.6	-2.0	-0.6
Tat transport	1	-16	2	-5	-3	-1	5	7
CDK5 inh	-0.5	1.1	-2.8	-0.6	3.0	5.0	0.2	0.4
CAL PDZ FP-2	2	-1	-4	-1	-3	-1	1	x
Wnt act	-3	-2	-2	-2	-1	-3	-3	1

(39) [O-]C1=N/[N+](=C/c2ccc(Cl)c(Cl)c2)CC1
(40) COc1cccc(-n2nc(C(=O)NCC3CCCO3)c3ccccc3c2=O)c1 (configuration not stated)
(41) NC(=O)c1ccc(NC(=O)CSc2nnc(-c3ccccn3)n2N)cc1
(42) Cc1ccccc1OCC(=O)Nc1ccccc1C(=O)NC1CC1
(43) Cc1ccccc1N(C(=O)c1snc(C(N)=O)c1N)C(C)C(=O)NC1CCCCC1 (configuration not stated)
(44) CN(C(=O)c1ccc2ccccc2c1)c1ccccn1
(45) COc1ccc(N=N/C(C(C)=O)=C(/C)O)cc1
(46) COc1ccc(S(=O)(=O)N2CCOC2CNC(=O)C(=O)NCc2ccccn2)cc1C (configuration not stated)
compound no.	39	40	41	42	43	44	45	46
Rtt109 HAT inh	-5	-2	x	-2	-12	24	0	5
MITF act	-3	-8	-4	6	-6	8	x	7
V-ATPase pHluor	-5	1	-4	4	-4	-1	4	-1
RTF Ca sens act	-2	3	0	-3	-2	-4	0	-1
dFosB act	6	-5	-9	7	-6	9	1	-2
CAL PDZ FP-1	x	-1.2	0.2	-2.0	-1.6	-1.6	-1.2	1.0
Tat transport	-7	-3	-7	-2	10	0	0	-6
CDK5 inh	1.4	2.1	-1.1	-6.5	-1.6	6.4	-0.2	-0.7
CAL PDZ FP-2	-9	-3	-7	-4	-3	2	-2	-4
Wnt act	x	0	-2	-1	1	2	7	-3

# Another view of part of the listing above.
no.	Compound	Rtt109 HAT inh	MITF act	V-ATPase pHluor	RTF Ca sens act	dFosB act	CAL PDZ FP-1	Tat transport	CDK5 inh	CAL PDZ FP-2	Wnt act
22	O=C(CCNc1cccc(F)c1)c1cc2ccccc2o1	0	7	-3	-1	1	-0.7	-5	-0.5	-3	4
23	Cn1c(C(=O)NCc2cccnc2)cc2sc(Cl)cc21	2	8	-1	5	-3	-1.3	4	1.9	1	-5

# The list continues.
(47) COc1ccc(OC)c(-c2nc(C(N)=O)c3[nH]c(=O)n(-c4ccc(F)cc4)c3n2)c1
(48) COc1ccccc1C(=O)Nc1cccc(C(=O)N2CCOCC2)c1
(49) COc1cc2[nH]c(=S)nc(NCc3ccc(Cl)cc3)c2cc1OC
(50) COc1ccc(CCN(C)c2ncnc3sccc23)cc1OC
(51) NC(=O)C1(Nc2ccccc2)CCCC1
(52) Cc1ccc(C(=O)Nc2nc(-c3ccccn3)cs2)o1
(53) O=C(c1ccccc1)C1CCN(C(=O)c2ccc(Cl)cc2)CC1
(54) O=C(NC1CCCC1)C1CCN(c2nccs2)CC1
(55) O=C(O)/C=C\C(=O)Nc1ccccc1C(=O)NC1CCCCC1
(56) COc1ccccc1C(=O)NCCSCc1c(F)cccc1Cl
compound no.	47	48	49	50	51	52	53	54	55	56
Rtt109 HAT inh	-11	4	-2	11	5	1	-7	10	4	-14
MITF act	x	-1	x	-1	2	0	-3	3	7	x
V-ATPase pHluor	-1	1	1	5	7	5	-30	-1	-1	-5
RTF Ca sens act	-3	-2	-1	12	-2	0	-1	-7	6	-8
dFosB act	4	-3	-3	-13	-11	-6	0	2	0	-1
CAL PDZ FP-1	-0.9	-0.4	-1.2	-12	-1.0	-1.0	-0.5	0.2	-1.3	-1.9
Tat transport	8	37	23	-9	-7	-11	4	5	8	7
CDK5 inh	-2.8	-5.3	-3.6	-0.9	-1.1	-2.6	1.1	0.3	-0.6	-1.5
CAL PDZ FP-2	x	-1	1	6	-1	-6	-5	x	1	-4
Wnt act	-3	0	0	1	0	0	-2	x	6	0

# Compounds as they come; about 4.1% have a hit in one of these screens.
